Assay outcomes as filed in PubChem BioAssay.
sEH activator = soluble epoxide hydrolase activators, primary screen, biochemical, human sEH; Bifunctional epoxide hydrolase 2 (Homo sapiens), P34913; purified human sEH enzymatic activity, activator screen; activation, % at 2 µM; 91,000 compounds, 0.04% hits; in the data active = activation above about 37%; note: values of inactives mirror those of a sister screen read the other way
PLAP act = PLAP enzyme activators, biochemical, luminescence, HTS; Alkaline phosphatase, placental type (Homo sapiens), P05187; purified PLAP enzyme, luminescent substrate read-out; hits give high values; activation fold at 20 µM; 96,000 compounds, 1.2% hits; in the data active = activation fold above about 2
S1P2 blocker = human S1P2 receptor antagonists, primary screen, cell-based; Sphingosine 1-phosphate receptor 2 (Homo sapiens), O95136; cell-based S1P2 antagonist assay, inhibition at 5 uM; inhibition, % at 5 µM; 97,000 compounds, 0.21% hits; in the data active = inhibition above about 45%;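 note: CRE beta-lactamase reporter cells expressing human S1P2 stimulated with S1P; 0% = agonist at EC80 alone and 100% = agonist plus reference antagonist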
Target sequence (O95136 whole entry, looked up): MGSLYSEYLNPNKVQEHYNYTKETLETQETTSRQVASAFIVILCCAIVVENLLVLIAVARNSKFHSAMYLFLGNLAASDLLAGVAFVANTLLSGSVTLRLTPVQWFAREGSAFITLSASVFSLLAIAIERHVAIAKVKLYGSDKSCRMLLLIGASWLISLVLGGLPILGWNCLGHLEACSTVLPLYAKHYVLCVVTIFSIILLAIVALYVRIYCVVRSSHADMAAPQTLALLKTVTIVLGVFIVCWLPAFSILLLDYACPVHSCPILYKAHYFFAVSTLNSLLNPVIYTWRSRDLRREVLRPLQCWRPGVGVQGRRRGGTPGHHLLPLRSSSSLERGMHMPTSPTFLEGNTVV
sEH inhibitor = soluble epoxide hydrolase inhibitors, primary screen, biochemical, human sEH | recombinant human sEH enzymatic activity assay | inhibition, % at 2 µM | 91,000 compounds, 0.34% hits | AID 707, 2007; in the data active = inhibition above about 80%; note: values of inactives mirror those of a sister screen read the other way; many of its hits are not listed in these tables
PostGolgi yeast = phenotypic screen on post-Golgi transport, primary screen | post-Golgi transport phenotypic cell assay | inhibition, % at 10 µM | 98,000 compounds, 0.9% hits;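 note: yeast cells grown in 1536-well plates; yeast grown about 18 h at 30C before absorbance read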
PostGolgi ctrl = growth inhibition of yeast control strain, primary screen, counter-screen for post-Golgi transport modulator project; efflux-deficient yeast background strain, growth absorbance A615, 16 h; inhibition, % at 10 µM; 98,000 compounds, 5% hits
Ecoli WT expand = growth inhibitors of wild-type E. coli, primary screen, strain BW25113, expanded library, OD600; 98,000 compounds, 0.15% hits; OD600 absorbance; AID 710, 2007; growth inhibition, % at 100 µM;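 active = growth inhibition above about 50% at one test dose, limit read from the data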;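 note: growth measured after 20 h incubation at 37 °C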
S1P2 ag = S1P2 receptor agonists, primary screen, cell-based; S1P2-expressing cell line, agonist reporter read-out; Sphingosine 1-phosphate receptor 2 (Homo sapiens), O95136; activation, % at 4.5 µM; AID 729, 2007; 97,000 compounds, 0.46% hits; in the data active = activation above about 16%;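 note: 0% = vehicle low control and 100% = maximal reference agonist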
Mac1 fbg inh = inhibitors of CD11b/CD18 adhesion to fibrinogen, primary screen, K562 cells, luminescence | AID 1497, 2009 | 93,000 compounds, 0.54% hits | ATPlite luminescence; Mn2+ added to activate the integrin | inhibition, % at 10 µM | Integrin beta-2 (Homo sapiens) + Integrin alpha-M (Homo sapiens), P05107+P11215;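 active = primary inhibition of 50% or more at 10 µM, then 40% or more on retest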; note: some results filed as inactive read as strong as hits
Target sequence (P05107 whole entry, looked up, other chains not shown): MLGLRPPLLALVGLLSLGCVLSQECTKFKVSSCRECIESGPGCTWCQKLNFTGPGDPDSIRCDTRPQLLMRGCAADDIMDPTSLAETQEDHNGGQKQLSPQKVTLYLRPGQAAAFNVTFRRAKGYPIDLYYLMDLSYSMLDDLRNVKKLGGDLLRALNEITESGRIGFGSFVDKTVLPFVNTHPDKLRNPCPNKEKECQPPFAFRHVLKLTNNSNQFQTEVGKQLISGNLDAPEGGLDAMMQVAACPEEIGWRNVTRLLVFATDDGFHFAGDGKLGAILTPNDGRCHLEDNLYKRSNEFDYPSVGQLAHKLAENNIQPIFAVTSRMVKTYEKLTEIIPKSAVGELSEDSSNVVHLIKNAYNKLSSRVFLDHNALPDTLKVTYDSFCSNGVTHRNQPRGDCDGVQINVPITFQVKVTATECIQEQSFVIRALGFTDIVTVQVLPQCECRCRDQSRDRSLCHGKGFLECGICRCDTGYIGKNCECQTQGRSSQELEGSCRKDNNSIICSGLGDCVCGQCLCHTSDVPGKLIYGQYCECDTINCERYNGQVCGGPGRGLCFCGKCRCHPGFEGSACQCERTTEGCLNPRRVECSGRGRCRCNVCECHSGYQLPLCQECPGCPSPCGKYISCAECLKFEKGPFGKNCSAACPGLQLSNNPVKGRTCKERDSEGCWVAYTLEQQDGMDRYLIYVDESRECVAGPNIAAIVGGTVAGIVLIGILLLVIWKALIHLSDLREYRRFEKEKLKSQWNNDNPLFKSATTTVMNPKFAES
Starred values were filed as active, the others as inactive. Cut-off read from the data, not from the text of the source, unless noted: active = inhibition above about 30%; inactive = the rest.

The opening two records (preview)
O=C(Cc1ccc(Br)cc1)Nc1ccccc1Sc1ccccc1 was read as sEH activator 6, PLAP act 0.9, S1P2 blocker 1, sEH inhibitor -3, PostGolgi yeast 14, PostGolgi ctrl 19, Ecoli WT expand -4, S1P2 ag -2 and Mac1 fbg inh -6.
Screening O=C(c1cccc(-c2nnc(-c3ccccc3)o2)c1)N1CCCCCC1 returned sEH activator 8, PLAP act 1.2, S1P2 blocker -5, sEH inhibitor -10, PostGolgi yeast 8, PostGolgi ctrl 15, Ecoli WT expand 5, S1P2 ag -2 and Mac1 fbg inh -1.

The list itself (from the top)
O=C(Cc1ccc(Br)cc1)Nc1ccccc1Sc1ccccc1 was read as sEH activator 6, PLAP act 0.9, S1P2 blocker 1, sEH inhibitor -3, PostGolgi yeast 14, PostGolgi ctrl 19, Ecoli WT expand -4, S1P2 ag -2 and Mac1 fbg inh -6.
Screening O=C(c1cccc(-c2nnc(-c3ccccc3)o2)c1)N1CCCCCC1 returned sEH activator 8, PLAP act 1.2, S1P2 blocker -5, sEH inhibitor -10, PostGolgi yeast 8, PostGolgi ctrl 15, Ecoli WT expand 5, S1P2 ag -2 and Mac1 fbg inh -1.
COCCNC(=O)C(c1ccc(C)o1)N(Cc1ccc(OC)cc1)C(=O)Cn1nnc2ccccc21 (stereo not drawn) was read as PLAP act 1.5, PostGolgi yeast 3, PostGolgi ctrl 1, Ecoli WT expand -17 and Mac1 fbg inh 0.
COc1ccc(C(OC(=O)c2ccco2)C(=O)NCc2ccc(C)cc2)cc1 (stereo not drawn) was read as sEH activator 5, PLAP act 1.1, S1P2 blocker 7, sEH inhibitor -3, PostGolgi yeast 2, PostGolgi ctrl -2, Ecoli WT expand -5 and S1P2 ag -3.
`O=S(=O)(c1ccc2c(c1)OCCO2)N1CCN(Cc2ccccc2)CC1` gave sEH activator -6, PLAP act 1, S1P2 blocker 4, sEH inhibitor 6, PostGolgi yeast -4, PostGolgi ctrl 13, Ecoli WT expand -6, S1P2 ag -5 and Mac1 fbg inh -1.
For COc1ccc(-c2nc3nc(C)c(Cc4ccccc4)c(=O)n3[nH]2)cc1 the results were sEH activator -8, PLAP act 1.1, S1P2 blocker 10, sEH inhibitor 8, PostGolgi yeast -5, PostGolgi ctrl 1, Ecoli WT expand -11, S1P2 ag -6 and Mac1 fbg inh 24.
CCOc1ccc(C2c3c(oc4ccccc4c3=O)C(=O)N2c2ccc(C)cn2)cc1OC (stereo not drawn) was read as PLAP act 1.5, PostGolgi yeast -4, PostGolgi ctrl 19, Ecoli WT expand -14 and Mac1 fbg inh -9.
Screening CC(C)Cc1nnc(NS(C)(=O)=O)s1 returned sEH activator -6, PLAP act 1.1, S1P2 blocker 8, sEH inhibitor 7, PostGolgi yeast 0, PostGolgi ctrl -2, Ecoli WT expand -1, S1P2 ag -8 and Mac1 fbg inh -10.
Cc1nc2ccccc2n1CC(=O)OCC(=O)NCCc1ccccc1 was read as sEH activator -9, PLAP act 1, S1P2 blocker -9, sEH inhibitor 4, PostGolgi yeast 4, PostGolgi ctrl 3, Ecoli WT expand 2, S1P2 ag -4 and Mac1 fbg inh -3.
`COC(=O)c1cccnc1NC(=S)NNC(=O)c1ccncc1` gave sEH activator 4, PLAP act 0.9, S1P2 blocker 4, sEH inhibitor -7, PostGolgi yeast -4, PostGolgi ctrl -7, Ecoli WT expand -4, S1P2 ag -7 and Mac1 fbg inh -5.
For Cc1cc(C)c(C#N)c(N2CCCC2)n1 the results were sEH activator -12, PLAP act 0.9, S1P2 blocker -22, sEH inhibitor 11, PostGolgi yeast 13, PostGolgi ctrl 2, Ecoli WT expand 7, S1P2 ag -2 and Mac1 fbg inh -4.
For CCOc1ncccc1C(=O)OCc1ccc(C(=O)OC)o1 the results were sEH activator -17, PLAP act 1.2, S1P2 blocker -7, sEH inhibitor 17, PostGolgi yeast 17, PostGolgi ctrl 6, Ecoli WT expand 7, S1P2 ag -6 and Mac1 fbg inh 2.
C=CCN(C(=O)CNC(=O)c1ccco1)C(C(=O)NC1CCCCC1)c1ccccc1 (stereo not drawn) was read as sEH activator -22, PLAP act 1.3, S1P2 blocker 25, sEH inhibitor 22, PostGolgi yeast 7, PostGolgi ctrl 1, Ecoli WT expand 6, S1P2 ag -10 and Mac1 fbg inh -5.
Cc1cc(-c2csc(NC(=O)c3ccc(=O)n(C)n3)n2)c(C)n1CC1CCCO1 (stereo not drawn) was read as sEH activator 8, PLAP act 1.4, S1P2 blocker 1, sEH inhibitor -10, PostGolgi yeast 2, PostGolgi ctrl 1, Ecoli WT expand -9, S1P2 ag -2 and Mac1 fbg inh -13.
CCOc1ccccc1C(=O)Nn1c(C2CCC2)nc2ccccc2c1=O was read as sEH activator -4, PLAP act 0.9, S1P2 blocker -6, sEH inhibitor 4, PostGolgi yeast -7, PostGolgi ctrl 11, Ecoli WT expand 7, S1P2 ag -1 and Mac1 fbg inh -23.
`O=C(Nc1cccc(C(F)(F)F)c1)c1ccc2nc(N3C(=O)CCC3=O)sc2c1` gave sEH activator -6, PLAP act 1.1, S1P2 blocker 11, sEH inhibitor 7, PostGolgi yeast -9, PostGolgi ctrl 3, Ecoli WT expand -4 and S1P2 ag -4.
For CCC(Oc1ccccc1)C(=O)Nc1nc2ccccc2[nH]1 (stereo not drawn) the results were sEH activator 17, PLAP act 1.8, S1P2 blocker 5, sEH inhibitor -19, PostGolgi yeast -1, PostGolgi ctrl 8, Ecoli WT expand 14, S1P2 ag -4 and Mac1 fbg inh 3.
Screening O=c1c2c3c(sc2ncn1Cc1ccc(F)cc1)CCC3 returned sEH activator 12, PLAP act 0.8, S1P2 blocker -4, sEH inhibitor -10, PostGolgi yeast -7, PostGolgi ctrl 2, Ecoli WT expand -2, S1P2 ag -4 and Mac1 fbg inh -1.
`Cc1cnc(C(=O)Nc2nnc(C3CC3)s2)cn1` gave PLAP act 1.2, S1P2 blocker 11, PostGolgi yeast 1, PostGolgi ctrl 8, Ecoli WT expand 0 and S1P2 ag -9.
Screening CN1CCc2nc3sc(C(=O)C45CC6CC(CC(C6)C4)C5)c(N)c3cc2C1 returned sEH activator 6, PLAP act 1.3, S1P2 blocker 19, sEH inhibitor -6, PostGolgi yeast 100*, PostGolgi ctrl 95*, Ecoli WT expand 5, S1P2 ag -4 and Mac1 fbg inh 13.
For O=[n+]1c2c(n([O-])c3cc(F)c(N4CCCC4)cc31)CCC2 the results were sEH activator 3, S1P2 blocker 1, sEH inhibitor 0 and S1P2 ag -5.
Screening COC(=O)C1=C(C)Nc2ccc(C)cc2S1 returned PLAP act 0.8, S1P2 blocker 18, PostGolgi yeast -5, PostGolgi ctrl 14, Ecoli WT expand 4, S1P2 ag -1 and Mac1 fbg inh 6.
`CCOC(=O)c1c(NC(=O)CN2CCCCC2)sc2c1CCCC2O` (stereo not drawn) gave PLAP act 1.6, S1P2 blocker -2, PostGolgi yeast -3, PostGolgi ctrl 7, Ecoli WT expand 9, S1P2 ag 1 and Mac1 fbg inh 8.
`Cn1c(=O)c2ncn(CC(=O)NC3CCCCCC3)c2n(C)c1=O` gave sEH activator 5, PLAP act 1, S1P2 blocker 15, sEH inhibitor -6, PostGolgi yeast -3, PostGolgi ctrl -2, Ecoli WT expand -1, S1P2 ag -5 and Mac1 fbg inh 11.
For COc1cccc(C2=NOC(C(=O)N3CCN(C(=O)c4ccco4)CC3)C2)c1 (stereo not drawn) the results were PLAP act 1, PostGolgi yeast -1, PostGolgi ctrl 15, Ecoli WT expand 1 and Mac1 fbg inh 0.
`Cc1cccc(N2CCN(C(c3cccs3)c3nnnn3C(C)(C)C)CC2)c1C` (stereo not drawn) gave sEH activator -27, PLAP act 1.5, S1P2 blocker 1, sEH inhibitor 27, PostGolgi yeast 12, PostGolgi ctrl 40*, Ecoli WT expand -16, S1P2 ag -5 and Mac1 fbg inh 3.
Screening CN(C)c1nc(OCCNC(=O)COc2ccc(Cl)cc2Cl)nc(N(C)C)n1 returned sEH activator -6, PLAP act 0.9, S1P2 blocker 8, sEH inhibitor 3, PostGolgi yeast 0, PostGolgi ctrl 20, Ecoli WT expand -3, S1P2 ag -6 and Mac1 fbg inh 5.
Cc1cc(NC(=O)CSc2nccn2-c2ccc(Cl)cc2)no1 was read as sEH activator -1, PLAP act 1.1, S1P2 blocker -5, sEH inhibitor 4, PostGolgi yeast 3, PostGolgi ctrl 9, Ecoli WT expand -2, S1P2 ag -3 and Mac1 fbg inh 24.
`Cc1sc(=NC(=O)c2ccco2)n(C)c1-c1ccc(Cl)cc1` gave sEH activator 9, PLAP act 0.9, S1P2 blocker 7, sEH inhibitor -8, PostGolgi yeast -12, PostGolgi ctrl 25, Ecoli WT expand 6, S1P2 ag -8 and Mac1 fbg inh 3.
`CCOc1ccc(-n2c(C)nnc2SCC(=O)N(CC)CC)cc1` gave sEH activator 17, PLAP act 1, S1P2 blocker -10, sEH inhibitor -14, PostGolgi yeast 1, PostGolgi ctrl 1, Ecoli WT expand 5, S1P2 ag -2 and Mac1 fbg inh -11.
Cc1onc(-c2ccccc2Cl)c1C(=O)NC1CCS(=O)(=O)C1 (stereo not drawn) was read as sEH activator -18, PLAP act 1, S1P2 blocker 3, sEH inhibitor 16, PostGolgi yeast 0, PostGolgi ctrl -4, Ecoli WT expand 3, S1P2 ag -2 and Mac1 fbg inh -1.
O=S(=O)(c1ccc(Cl)cc1)N1CCC(N2CCCCCC2)CC1 was read as PLAP act 1.1, S1P2 blocker 20, PostGolgi yeast 9, PostGolgi ctrl 10, Ecoli WT expand -6, S1P2 ag -2 and Mac1 fbg inh -4.
For COc1ccc2nc(NC(=O)CSc3nc4cccnc4n3C)sc2c1 the results were sEH activator 13, PLAP act 1, S1P2 blocker -1, sEH inhibitor -14, PostGolgi yeast -8, PostGolgi ctrl -6, Ecoli WT expand -10 and S1P2 ag -8.
`O=C(CCN1C(=O)COc2ccccc21)NCc1cccs1` gave sEH activator -4, PLAP act 0.8, S1P2 blocker 7, sEH inhibitor 3, PostGolgi yeast -5, PostGolgi ctrl 13, Ecoli WT expand -3 and S1P2 ag -6.
For COC(=O)c1ccc(C2C(Oc3ccccc3)C(=O)N2CCc2ccc(OC)c(OC)c2)cc1 (stereo not drawn) the results were sEH activator -15, PLAP act 0.9, S1P2 blocker -14, sEH inhibitor 17, PostGolgi yeast -2, PostGolgi ctrl 1, Ecoli WT expand 0 and S1P2 ag -4.
Cc1cc(C)c2c(n1)nn1c(NCCN3CCOCC3)cc(C)nc21 was read as PLAP act 1.7, PostGolgi yeast 1, PostGolgi ctrl 3, Ecoli WT expand 4 and Mac1 fbg inh 0.
`CCC1(C(=O)OC)NC(c2ccco2)C2C(=O)N(c3ccc(C)cc3)C(=O)C21` (stereo not drawn) gave sEH activator 0, PLAP act 1.6, S1P2 blocker 0, sEH inhibitor 0, PostGolgi yeast 7, PostGolgi ctrl 1, Ecoli WT expand 1, S1P2 ag -5 and Mac1 fbg inh -20.
`CC1CCC(n2c(=S)[nH]c3ccccc3c2=O)CC1` (stereo not drawn) gave sEH activator -3, PLAP act 0.8, S1P2 blocker -17, sEH inhibitor 2, PostGolgi yeast 3, PostGolgi ctrl 49*, Ecoli WT expand -7, S1P2 ag -5 and Mac1 fbg inh -19.
Screening CCOC(=O)CS(=O)(=O)c1ccccc1 returned sEH activator -2, PLAP act 0.9, S1P2 blocker -2, sEH inhibitor 4, PostGolgi yeast 0, PostGolgi ctrl 9, Ecoli WT expand 10, S1P2 ag -4 and Mac1 fbg inh -4.
`COc1ccc(OC)c(-n2c(SCC(=O)NCc3ccco3)nnc2-c2c[nH]c3ccccc23)c1` gave sEH activator 6, PLAP act 1.8, S1P2 blocker -7, sEH inhibitor -8, PostGolgi yeast 1, PostGolgi ctrl 4, Ecoli WT expand -7, S1P2 ag -2 and Mac1 fbg inh -22.
Screening O=C1CSC(c2ccccn2)N1c1ccccc1 (stereo not drawn) returned sEH activator -6, PLAP act 1.1, S1P2 blocker 17, sEH inhibitor 3, PostGolgi yeast -1, PostGolgi ctrl 7, Ecoli WT expand -4, S1P2 ag -5 and Mac1 fbg inh 7.
